D2 agonist: HTS Assay for Allosteric Agonists of the Human D2 Dopamine Receptor: Primary Screen for Agonists; 340,000 compounds, 0.53% hits; HEK293 T-REx D2 cells, calcium flux agonist mode; D(2) dopamine receptor (Homo sapiens), P14416; activation, % at 2 µM; AID 485358, 2010;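 active means activation over 3 SD above normal in the single-dose calcium agonist read, cut at about 30% in these data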; further: 0% is about no effect
Target sequence (P14416 whole entry, looked up): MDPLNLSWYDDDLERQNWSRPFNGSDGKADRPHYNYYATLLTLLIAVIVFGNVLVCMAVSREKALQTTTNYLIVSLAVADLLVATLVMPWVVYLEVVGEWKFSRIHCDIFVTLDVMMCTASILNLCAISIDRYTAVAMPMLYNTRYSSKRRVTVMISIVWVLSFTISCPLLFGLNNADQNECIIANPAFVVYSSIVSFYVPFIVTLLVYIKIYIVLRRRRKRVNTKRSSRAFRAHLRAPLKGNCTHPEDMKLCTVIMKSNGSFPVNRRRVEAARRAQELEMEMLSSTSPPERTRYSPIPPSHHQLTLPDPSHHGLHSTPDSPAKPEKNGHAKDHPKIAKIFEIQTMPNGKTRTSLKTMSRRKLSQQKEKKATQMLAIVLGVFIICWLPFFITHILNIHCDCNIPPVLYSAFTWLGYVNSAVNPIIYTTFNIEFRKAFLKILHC
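Agonism is scored from calcium flux in a force-coupled, inducible HEK293 cell line expressing D2, read kinetically for 180 s after compound addition against dopamine controls.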
D2 antag: HTS Assay for Allosteric Antagonists of the Human D2 Dopamine Receptor: Primary Screen for Antagonists; 340,000 compounds, 2% hits; inhibition, % at 10 µM; AID 485344, 2010; HEK293 TREx D2 cells, calcium flux, dopamine EC80; in the data active means inhibition above about 30%; further: 0% is about no effect
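Dopamine at EC80 is the agonist stimulus; test compounds precede it by 180 s. Calcium flux read kinetically in a force-coupled, inducible HEK293 T-REx D2 cell line.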
D1 potentiator: Potentiators of Human D1 Dopamine Receptor: qHTS. potentiation, % at 10 µM. D(1A) dopamine receptor (Homo sapiens), P21728. HEK293 TREx D1 cells, calcium flux, dopamine EC20 potentiation. 360,000 compounds, 0.036% hits. AID 504651, 2011; in the data active means potentiation above about 30%; further: 0% is about no effect
RXFP1 agonist: qHTS Assay for Agonists of the Relaxin Receptor RXFP1; Relaxin receptor 1 (Homo sapiens), Q9HBX9; HEK293T-RXFP1 cAMP TR-FRET, 30 min; response scale: percent of porcine relaxin response, buffer zero; Potency, µM (series often up to 57.5 µM), without a hit: top-dose activation, usual class: activators; 370,000 compounds, 0.3% hits; active means well fitted activation curve with a large enough effect; inconclusive means small, poorly fitted or top-dose-only effect; further: potency means the concentration at half of the fitted maximal effect; on the % scale 0 is the no-effect control and ±100 the full control effect; nearly all actives have a fitted effect of over 60% in size; many of its hits are not listed in these tables
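HEK293T cells stably expressing RXFP1 were pretreated with the PDE4 inhibitor Ro 20174, exposed to compounds for 30 min at 37C, lysed, and cAMP was read by TR-FRET. Data normalized to buffer (basal) and 29 nM porcine relaxin (100%).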
D2 potentiator: HTS Assay for Positive Allosteric Modulators of the Human D2 Dopamine Receptor: Primary Screen for Potentiators; HEK293 T-REx D2, calcium flux, EC20 dopamine potentiation; potentiation, % at 10 µM; 340,000 compounds, 0.34% hits;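 active means potentiation over 3 SD above the plate norm, cut at about 30% in these data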; further: 0% is about no effect
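Potentiation of an EC20 dopamine calcium response is measured in a force-coupled, tetracycline-inducible Hek293 Trex D2 line. Compound-only kinetic reads over 180 s flag agonists before dopamine addition.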
TRHR enhancer: qHTS for Small Molecule Agonists and Allosteric Enhancers of Human TRH Receptor: Primary Screen for Enhancers; Thyrotropin-releasing hormone receptor (Homo sapiens), P34981; TRHR cells, fluo-8 calcium fluorescence, EC20 TRH enhancement; AID 493056, 2011; enhancement, % at 2 µM; 360,000 compounds, 0.66% hits; in the data active means enhancement above about 30%; further: 0% is about no effect
Target sequence (P34981 whole entry, looked up): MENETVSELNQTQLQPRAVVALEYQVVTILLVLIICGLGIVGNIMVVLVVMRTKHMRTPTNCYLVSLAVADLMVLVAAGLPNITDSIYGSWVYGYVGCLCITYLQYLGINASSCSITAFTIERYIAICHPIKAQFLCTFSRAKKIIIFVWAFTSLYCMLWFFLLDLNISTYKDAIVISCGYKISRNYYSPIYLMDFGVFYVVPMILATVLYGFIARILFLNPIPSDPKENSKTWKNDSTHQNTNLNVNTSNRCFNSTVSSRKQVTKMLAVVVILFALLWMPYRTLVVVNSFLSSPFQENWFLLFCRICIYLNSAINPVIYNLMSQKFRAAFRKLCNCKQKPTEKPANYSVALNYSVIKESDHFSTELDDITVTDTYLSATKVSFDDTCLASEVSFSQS
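TRHR-expressing cells loaded with fluo-8 calcium dye were read kinetically (ex 480/em 530) during compound addition, then stimulated with an EC20 of TRH (10 nM final). Enhancement of the Gq-mediated intracellular calcium response was scored.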
RXFP1 antag: qHTS Assay for Antagonists of the Relaxin Receptor RXFP1 | HEK293-RXFP1, relaxin-stimulated cAMP HTRF, 30 min; stronger effect = lower value | 350,000 compounds, 0.59% hits | AID 1259400, 2018 | activity change, negative = inhibition, % at 57.5 µM;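 active means activity change of -60% or lower, but not beyond a set lower limit; inconclusive means change between -60% and -40%, or beyond the set limit; inactive means change above -40%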; further: on the % scale 0 is the no-effect control and ±100 the full control effect
D1 antag: Antagonist of Human D 1 Dopamine Receptor: qHTS | activity change, negative = inhibition, % at 10 µM | HEK293 TREx D1 cells, calcium flux, dopamine EC80; stronger effect = lower value | 360,000 compounds, 3.2% hits | D(1A) dopamine receptor (Homo sapiens), P21728 | AID 504652, 2011; in the data active means activity change below about -30%; further: on the % scale 0 is the no-effect control and ±100 the full control effect
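Tetracycline-induced HEK293 Trex D1 cells, force-coupled to calcium, dye-loaded; compounds added and read 180 s, then EC80 dopamine added and calcium flux tracked kinetically another 180 s.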
D1 ag: Allosteric Agonists of the Human D1 Dopamine Receptor: qHTS | D(1A) dopamine receptor (Homo sapiens), P21728 | HEK293 T-REx D1 cells, calcium flux, agonist mode | activation, % at 2 µM | 360,000 compounds, 1% hits | AID 504660, 2011; in the data active means activation above about 30%; further: 0% is about no effect
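Inducible HEK293 T-REx D1 cells, force-coupled to calcium signalling, were plated at 4000 cells/well with tetracycline and held overnight at 30 C. After no-wash calcium dye loading, compound-evoked calcium rise over 180 s flagged agonists.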
* = called active by the depositor; ? = inconclusive; · = not tested or not shown.

no.	SMILES	D2 agonist	D2 antag	D1 potentiator	RXFP1 agonist	D2 potentiator
1	Cc1cc(C(=O)OCC(=O)N2CC(=O)Nc3ccccc32)c(C)n1-c1ccc(F)cc1	-0.9	-6	-6	-0.3%	-8
2	Cn1/c(=N/N=C/c2ccccn2)sc2ccccc21	1.5	-1	6	-3.5%	3
3	COc1ccc(N2CCN(c3oc(Cc4ccccc4)nc3C#N)CC2)cc1	0.2	17	-5	3.3%	1
4	C/C(=N\NC(=O)CSc1nc(C)cc(C)n1)c1ccc([N+](=O)[O-])cc1	0.3	30	-5	1.2%	0
5	Cc1ccc(Oc2nnc(-c3ccccc3)cc2C#N)cc1	-0.1	-13	-2	4.3%	6
6	CCCn1nc(NC(=O)CC(C)C)c2cc3ccccc3nc21	·	·	2	-2.9%	·
7	COc1ccccc1OCc1cc(-c2ccccc2)no1	0.6	1	4	-0.9%	16
8	Cc1cc(C)c(S(=O)(=O)c2ccccc2Cl)c(Cl)n1	0.3	-15	8	-1.2%	-3
9	O=C1NN(c2ccccc2)C(=O)/C1=C/c1ccc(Sc2cccc3ccccc23)o1	0.8	-18	1	6.4%	9
10	COc1ccc(C(=O)Oc2c(Sc3ccc(Cl)cc3)c(C)nn2C(C)(C)C)cc1OC	0.0	·	1	-0.2%	-10

no.	TRHR enhancer	RXFP1 antag	D1 antag	D1 ag
1	0	·	-28	3
2	0	-17	7	0
3	0	5	-10	1
4	-6	-1	4	3
5	-2	-10	-6	4
6	1	11	-13	0
7	-2	1	-4	11
8	-1	·	-1	3
9	-2	-9	2	3
10	1	·	5	0

Seven entries drawn at random from the list so far, as already listed:
no.	SMILES	D2 agonist	D2 antag	D1 potentiator	RXFP1 agonist	D2 potentiator
10	COc1ccc(C(=O)Oc2c(Sc3ccc(Cl)cc3)c(C)nn2C(C)(C)C)cc1OC	0.0	·	1	-0.2%	-10
7	COc1ccccc1OCc1cc(-c2ccccc2)no1	0.6	1	4	-0.9%	16
8	Cc1cc(C)c(S(=O)(=O)c2ccccc2Cl)c(Cl)n1	0.3	-15	8	-1.2%	-3
2	Cn1/c(=N/N=C/c2ccccn2)sc2ccccc21	1.5	-1	6	-3.5%	3
6	CCCn1nc(NC(=O)CC(C)C)c2cc3ccccc3nc21	·	·	2	-2.9%	·
3	COc1ccc(N2CCN(c3oc(Cc4ccccc4)nc3C#N)CC2)cc1	0.2	17	-5	3.3%	1
1	Cc1cc(C(=O)OCC(=O)N2CC(=O)Nc3ccccc32)c(C)n1-c1ccc(F)cc1	-0.9	-6	-6	-0.3%	-8

no.	TRHR enhancer	RXFP1 antag	D1 antag	D1 ag
10	1	·	5	0
7	-2	1	-4	11
8	-1	·	-1	3
2	0	-17	7	0
6	1	11	-13	0
3	0	5	-10	1
1	0	·	-28	3

Carrying on:
no.	SMILES	D2 agonist	D2 antag	D1 potentiator	RXFP1 agonist	D2 potentiator
11	c1ccc(-n2ncc3c(N4CCC5(CC4)OCCO5)ncnc32)cc1	0.1	-10	3	0.4%	-4
12	CC(C(=O)NCc1ccco1)n1ccc2cc(S(=O)(=O)N3CCCCC3)ccc21 (configuration not stated)	0.0	1	-4	2.1%	-4
13	COc1cccc(N(C(=O)c2snc(C(N)=O)c2N)C(C(=O)NCC2CCCO2)c2ccc3ncccc3c2)c1 (configuration not stated)	0.1	8	-3	4.9%	0
14	CCN1CCN(CC(=O)Nc2ccc(C)c(Br)c2)CC1	·	·	-2	2.6%	4
15	CCC(C)NCCOCCOc1ccc(C)cc1Br (configuration not stated)	-0.7	10	-8	1.0%	6
16	O=C(c1ccc2oc(CCCc3ccccc3)nc2c1)N1CCCCC1CO (configuration not stated)	0.4	-12	-4	0.3%	13
17	COc1ccc(OC)c(-c2csc(NC(=O)Cc3ccc(F)cc3)n2)c1	-0.2	-21	-8	1.8%	-9
18	C=CCOc1ccc(/C=N/NC(=O)C(C)Sc2ccccn2)cc1OCC (configuration not stated)	0.3	-13	0	0.7%	4
19	CCOc1ccccc1NC(=O)Cc1coc2ccc(C)cc12	-0.5	-6	2	2.6%	10
20	N#C/C(=C\c1c(Cl)cccc1Cl)c1nn(-c2ccccc2)c(-n2cccc2)c1C#N	0.1	-17	-4	3.0%	-3

no.	TRHR enhancer	RXFP1 antag	D1 antag	D1 ag
11	-1	-1	9	2
12	5	22	-17	9
13	6	3	2	2
14	-2	-2	5	2
15	7	-28	7	15
16	-3	1	-6	5
17	-1	-32	-20	2
18	0	7	-19	1
19	2	2	-14	4
20	-5	?	-9	7

More results.
no.	SMILES	D2 agonist	D2 antag	D1 potentiator	RXFP1 agonist	D2 potentiator
21	Cc1ccc(NC(=O)CNC(=O)c2ccco2)cc1	-1.5	-3	-8	-0.3%	14
22	Cc1cc(C)c(NC(=O)CN2C(=O)c3cccnc3Sc3ccccc32)c(C)c1	0.0	·	-6	0.7%	7
23	Cc1ccc(-n2nc3c(=O)n(C(C)C(=O)NCCCc4ccccc4)nc(C)c3c2C)cc1 (configuration not stated)	0.1	12	-1	0.5%	-3
24	O=C(NC1CCN(C(=O)NCc2ccccc2)CC1)c1ccc(F)cc1	-0.6	-2	-11	0.8%	2
25	CC(=O)Oc1ccccc1N(C(C)=O)S(=O)(=O)c1ccc(C)cc1	0.4	4	1	-0.3%	-6
26	Cc1cc(NC(=O)C2CCN(C(=O)c3ccco3)CC2)ccc1Br	0.2	-4	-5	-0.6%	-17
27	CN(Cc1ccccc1)C(=O)CCSc1nc(-c2ccc3c(c2)OCO3)cc(C(F)(F)F)n1	0.6	6	-9	1.9%	1
28	N/C(=N\NC(=O)c1ccc(F)cc1)c1cc2ccccc2oc1=O	0.1	-4	4	-3.7%	4
29	Cc1ccc(Oc2ncccc2/C=N/OCc2ccc(Cl)cc2Cl)cc1	0.0	7	1	3.2%	6
30	Cc1ccc(/C(N)=N/OC(=O)Cc2cccs2)cc1	-1.6	-8	7	-1.2%	11

no.	TRHR enhancer	RXFP1 antag	D1 antag	D1 ag
21	2	-1	-4	1
22	-2	-23	-4	2
23	-3	1	1	0
24	-1	-15	3	3
25	1	-4	-1	3
26	-3	-15	-37*	9
27	3	·	9	4
28	-1	2	13	1
29	-3	-1	-11	2
30	6	-3	10	0

(next part)
no.	SMILES	D2 agonist	D2 antag	D1 potentiator	RXFP1 agonist	D2 potentiator
31	O=C(Nc1nnc(C2CC2)s1)c1ccncc1	0.2	22	-4	0.0%	-6
32	COc1ccc(C2C3=C(CC(C)(C)CC3=O)Oc3ncn(Cc4ccco4)c(=N)c32)cc1 (configuration not stated)	-1.1	-7	1	0.8%	-15
33	Cc1ccc(NC(=O)COc2ccc3oc4c(c3c2)CCCC4)cc1C	-0.6	·	2	8.0%	-1
34	CC(C)CC1NC(=S)N(C2CCCCC2)C1=O (configuration not stated)	0.6	-15	3	2.1%	22
35	Cn1cnc(S(=O)(=O)N2CCC(C(=O)N3CCN(c4ccccc4F)CC3)CC2)c1	·	·	0	0.4%	5
36	Cc1ccc(C(=O)CSc2nnnn2C(C)C)c(C)c1	2.1	0	-8	0.3%	-1
37	CC(=O)Nc1cccc(NC(=O)c2cc(C)on2)c1	-0.3	22	-1	1.6%	-2
38	Cc1cccc(N(C)C(=O)CCNS(=O)(=O)c2ccc3c(c2)CCN3C(=O)C2CC2)c1	5.5	·	-5	1.7%	6
39	Cc1cc(OC(=O)CNC(=O)OC(C)(C)C)c2c(C)cc(=O)oc2c1	0.8	22	-5	12%	-14
40	COc1cc(C(=O)NCC(c2ccco2)N(C)C)cc(OC)c1OC (configuration not stated)	-1.0	20	-4	-0.5%	-31

no.	TRHR enhancer	RXFP1 antag	D1 antag	D1 ag
31	-3	-7	-11	0
32	-7	26	0	1
33	3	·	6	4
34	6	2	30	0
35	-5	-2	8	-1
36	-3	2	-12	0
37	3	-13	2	0
38	-3	·	-1	6
39	-5	-1	-17	0
40	-5	-11	10	7

(listing goes on)
no.	SMILES	D2 agonist	D2 antag	D1 potentiator	RXFP1 agonist	D2 potentiator
41	CCC(NC(=S)NCc1ccc(F)cc1)c1ccccc1 (configuration not stated)	1.1	3	-1	0.6%	-4
42	Cc1onc(-c2ccc(F)cc2F)c1C(=O)Nc1cccc(C(F)(F)F)c1	-0.1	·	1	5.0%	·
43	Cc1ccc(CSC2=Nc3sccc3C3=NC(=O)CN23)cc1	1.9	-3	-4	4.5%	-3
44	O=C1c2ccccc2NC(c2ccco2)N1/N=C/c1ccco1 (configuration not stated)	-0.5	21	-5	-1.6%	2
45	Cc1ccc(CSC2=NCCN2S(=O)(=O)c2ccccc2)cc1	-0.2	17	-8	0.9%	-3
46	O=C(c1ncc[nH]1)c1cccs1	0.9	5	-2	2.0%	0
47	COc1ccc(N(C)C(=O)c2onc3c2CCCC3)cc1	-0.1	6	-6	0.4%	-6
48	O=S(=O)(c1ccc(-c2cc(C(F)(F)F)on2)s1)N1CCCC1	-0.5	2	4	0.4%	17
49	Cc1cccc(OCCSc2nnc(-c3cccs3)o2)c1	-1.8	·	1	4.5%	4
50	COc1ccc(N2CC(NC(=O)COc3ccccc3F)CC2=O)cc1OC (configuration not stated)	0.8	·	-1	1.6%	-3

no.	TRHR enhancer	RXFP1 antag	D1 antag	D1 ag
41	-2	1	-7	40*
42	25	-8	-7	3
43	4	-27	8	1
44	-2	-22	-10	2
45	-5	12	5	6
46	0	?	-3	3
47	-2	0	-20	0
48	7	-4	2	2
49	-2	-7	-18	44*
50	-13	·	·	-3

New compounds follow:
no.	SMILES	D2 agonist	D2 antag	D1 potentiator	RXFP1 agonist	D2 potentiator
51	O=C(Nc1ccccc1)N1CCNCC1	0.6	0	-4	-0.6%	-7
52	Cc1ccc(C)c(Cn2c(=O)n(-c3ccc(F)cc3)c(=O)c3sc4ccccc4c32)c1	·	·	0	9.5%	-2
53	COc1ccc2oc(C(=O)Nc3nc4ccc(S(C)(=O)=O)cc4s3)c(C)c2c1	-0.4	-9	2	?	0
54	CCOc1ccccc1-c1cc(C(=O)N/N=C(\C)c2cccnc2)c2ccccc2n1	-0.2	-10	-3	4.9%	-3

no.	TRHR enhancer	RXFP1 antag	D1 antag	D1 ag
51	-3	-2	-3	2
52	8	·	6	3
53	-4	-3	9	-1
54	2	-16	-5	26

Bioassay records (PubChem BioAssay)

Some of the compounds tested; rates above refer to the full screens.
